ST2 inh – inhibitors of human ST2 (IL1RL1) binding to IL-33 | Q01638 | 78,000 tested, 2.3% active | AlphaLISA ST2-Fc/biotin-IL-33 interaction, 1 h | AID 1259354 | inhibition, % for hits at 17 µM; in the data active = inhibition above about 30%; inconclusive = mostly about 10% to 28%
Target sequence (Q01638 whole entry, looked up): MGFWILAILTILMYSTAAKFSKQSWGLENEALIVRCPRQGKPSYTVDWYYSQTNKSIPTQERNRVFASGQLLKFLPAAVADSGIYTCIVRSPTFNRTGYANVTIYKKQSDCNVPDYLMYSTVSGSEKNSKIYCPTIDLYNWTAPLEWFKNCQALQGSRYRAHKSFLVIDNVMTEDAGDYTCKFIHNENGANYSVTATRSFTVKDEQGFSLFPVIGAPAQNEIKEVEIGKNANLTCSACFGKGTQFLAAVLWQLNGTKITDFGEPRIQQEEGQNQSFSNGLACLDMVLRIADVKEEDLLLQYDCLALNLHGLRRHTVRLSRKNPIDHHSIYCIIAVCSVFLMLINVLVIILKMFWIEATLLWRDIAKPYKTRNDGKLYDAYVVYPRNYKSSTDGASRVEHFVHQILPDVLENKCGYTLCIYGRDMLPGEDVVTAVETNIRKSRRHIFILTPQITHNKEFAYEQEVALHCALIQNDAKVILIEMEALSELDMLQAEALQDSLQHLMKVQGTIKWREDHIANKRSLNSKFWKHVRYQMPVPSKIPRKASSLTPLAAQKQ
* hit, by the source's call; i = inactive; ? = inconclusive. These rows are one share of the data (hit frequency here may not be typical).

SMILES	ST2 inh
CC(=O)c1ccc(NC(=O)N[C@H]2C[C@@](O)(C(=O)N[C@@H](Cc3ccc(O)cc3)C(N)=O)C[C@@H](O)[C@@H]2O)cc1	i
COc1ccccc1CN1CCc2c([nH]c3ccccc23)C1	?
CC1=C(C(=O)OCC2CCCO2)C(c2ccc(Br)cc2)C2=C(CC(C)(C)CC2=O)N1 (centres undefined)	i
COc1ccc(-c2nc(Cn3cc(C)cn3)c(C)o2)c(C)c1C	?
CCN1CCCC1CNC(=O)c1cc(S(N)(=O)=O)ccc1OC (centres undefined)	i
COc1ccc2nc(N3CCC(C(=O)NCCN4CCOCC4)CC3)sc2c1	i
Cc1cc(N2CCN(C)CC2)nc2ccc(NC(=O)CCC(=O)NCCN3CCOCC3)cc12	i
Cc1ccnc(NCCNCc2nnc(-c3ccc(C)n3C)o2)c1	?
Cc1ccc2[nH]c(C(=O)N3CCCC3c3cc(C)no3)c(C)c2c1 (centres undefined)	i
O=C(COc1ccc2c(c1)CCCC2)NCCc1ccccc1	i
COCCC(=O)N[C@H]1CC[C@]2(C)CC[C@@H]3[C@H](OC(=O)[C@H]3C)[C@H]2[C@@H]1C	i
Cc1ccc(CN2CCN(C(=O)c3n[nH]c4c3CCC4)C(C)C2=O)cc1 (centres undefined)	i
N#C/C(=C/c1ccc(F)cc1)c1nc(-c2ccccc2)cs1	56%*
CC1=C(C(=O)Nc2ccccn2)C(c2cccc([N+](=O)[O-])c2)C2=C(CCCC2=O)N1 (centres undefined)	i
Cc1nc2c(-c3ccc(F)cc3)c(C)nn2c(C)c1CCC(=O)Nc1ccc2c(c1)OCCO2	?
O=C(Nc1nccs1)C1Cc2ccccc2CN1S(=O)(=O)c1cccs1 (centres undefined)	i
Cn1cc(C(=O)N2CCCC(O)(CO)CC2)c2ccccc21 (centres undefined)	i
CSc1nsc(SC)c1NC(=O)Nc1ccc([N+](=O)[O-])cc1	i
COc1ccc(CNS(=O)(=O)c2ccc3[nH]c(=O)oc3c2)c(OC)c1	i
CN(CCC1CCOCC1)C(=O)C1CCC(=O)N(C2CCCCCC2)C1 (centres undefined)	?
O=C(C1CCC(Cn2c(=O)[nH]c3ccsc3c2=O)CC1)N1CCCCC1 (centres undefined)	i
Cc1ncc(C(=O)NCCOc2ccccc2F)c(C)n1	?
CCCNC(=O)N1CC[C@@H](CC(=O)O)[C@@H](CC2=NCCc3ccc(C(C)(C)C)cc32)C1	?
Cn1cnc2cc(NCc3nc4ccccc4n3Cc3ccccc3)ccc21	i
COc1cc(/C=C(\C#N)c2[nH]nc(N)c2C#N)ccc1O	?

Later entries
SMILES	ST2 inh
CCc1cccc(OCCn2ccnc2)c1	i
COc1ccc2nc(C)cc(Nc3ccc(N(C)C)cc3)c2c1	52%*
CCc1sc(/C=C2\C(=O)ON=C2c2ccccc2)cc1[N+](=O)[O-]	?
Cc1ccc(COc2cc3oc(=O)cc(C)c3cc2Cl)cc1	i
CCOC(=O)c1ccc2c(c1)C1C=CCC1C(c1ccccc1F)N2 (centres undefined)	?
COc1ccc(CN2CCc3cc(OC)c(OC)cc3C2)cc1Br	?
Cc1ccccc1CN1CCC(CN(Cc2cccnc2)C(=O)c2scnc2C)CC1	i
CCOC(=O)C1C(=O)C=C(c2ccc(OC)c(OC)c2)CC1c1ccccc1 (centres undefined)	i
Cc1cccc(NC(=O)N2CCC(n3cc(-c4ccccn4)nn3)CC2)c1C	?
Cc1ccc(C23C[C@@H]4C[C@@H](CC(O)(C4)C2)C3)cc1[N+](=O)[O-]	44%*
CCC1Oc2ccccc2N(CC(=O)NCCCN2CCc3ccccc3C2)C1=O (centres undefined)	?
COc1ccc2nc(N3CCC(C(=O)N4CCC(C)CC4)CC3)sc2c1	?
Cc1ccc(-c2onc3ccc(Cl)cc23)cc1	45%*
Cc1cccc(CSc2nncc3ccccc23)c1	i
CCn1c(C2CCCN(S(=O)(=O)c3cc(C)cs3)C2)nn(C)c1=O (centres undefined)	i
CC1=C(C)CS(=Nc2ccc([N+](=O)[O-])cc2)N(S(=O)(=O)c2ccccc2)C1 (centres undefined)	i
Cc1ccc(CC(=O)N2CCC3(CC2)c2ccccc2[C@@H](N)[C@@H]3O)cc1C	?
O=C(Nc1cc(Br)ccc1O)c1noc2c1CCC2	?
CCCCC1(C)OC(=O)C(=Cc2ccc3c(c2)OCO3)C(=O)O1 (centres undefined)	i
CC(=O)c1cccc(N2C(=O)C3C4c5ccccc5C(c5ccccc54)C3C2=O)c1 (centres undefined)	i
Nc1nonc1OCCCNc1ccc([N+](=O)[O-])cc1	i
Cc1cccc(-c2noc([C@@H]3Cc4nc[nH]c4CN3C(=O)Nc3cccc(F)c3)n2)c1	?
CC(=O)NCCCc1nc2ccccc2n1C(C)C	i
O=c1[nH]c(NCCCO)nc2c1C1(CCCCC1)Cc1ccccc1-2	i
Cn1cccc1C(=O)N[C@H]1C[C@@H]2C(=O)N[C@H]3CCN(C(=O)C4CCCC4)[C@@H]3C(=O)N2C1	i

Next section.
SMILES	ST2 inh
c1ccc(-c2ccn(-c3ccccc3)n2)cc1	i
Cc1ccc2oc(C(=O)N(Cc3ccccn3)C[C@@H]3CCC(=O)N3)cc2c1	?
CCOc1cc(C)nn1-c1ccccc1	i
CN1CCC2(CC1)CCN(C(=O)CCn1nnc3ccccc31)C2	?
CCOC(=O)c1c(C)n(-c2ccc(OCC)cc2)c2ccc(OC(C)=O)cc12	i
CCCOc1cccc(C(=O)Nc2ccccc2Cl)c1	i
CN(C)Cc1nc(C(=O)N2CCNCC2C(=O)N2CCCC2)cs1 (centres undefined)	i
CCc1cccc(NC(=O)C2CCCN2C(=O)c2ccc(-c3noc(C)n3)cc2)c1 (centres undefined)	i
Nc1nonc1C(=NCc1ccccc1)NO	?
Cn1nc(C(=O)N2CCCC(CCC(=O)NCc3ccc(F)c(F)c3)C2)ccc1=O (centres undefined)	i
Cn1ccnc1C(=O)N(CCO)CCSc1ccc(Cl)cc1	i
O=S(=O)(NS(=O)(=O)c1ccccc1)c1ccccc1	i
Cc1nn(CCCC(=O)Nc2ccccc2C(F)(F)F)c(C)c1[N+](=O)[O-]	i
CCOCCCNC(=O)c1oc2ccc(S(=O)(=O)N3CCC(C)CC3)cc2c1C	i
O=C(c1cc2c(=O)oc3ccccc3c2s1)N1CCN(Cc2ccccc2)CC1	i
COC(=O)c1cc(NS(=O)(=O)c2ccc3c(c2)CC(C)N3C(C)=O)cc(C(=O)OC)c1 (centres undefined)	i
Cc1cc2ncn(C(=O)c3ccc(F)cc3)c2cc1C	i
O=C(NC1CC(=O)N(CCCc2ccccc2)C1)c1ccsc1 (centres undefined)	i
O=C(c1ccc([N+](=O)[O-])cc1)N1CCCCCC1	?
COc1cc(C)c(C)cc1S(=O)(=O)N1CCN(c2ccccc2)CC1	i
O=C(CS(=O)(=O)c1c[nH]c2ccccc12)Nc1ccc(F)cc1	i
Cc1noc(C)c1CNC(=O)Cc1nc(-c2ccccc2)n[nH]1	i
Cc1cccc(S(=O)(=O)N2CCN(c3nc(C)cc(N4CCOCC4)n3)CC2)c1	i
Cc1ccccc1NC(=O)C1C2CCCCC21 (centres undefined)	i
Cc1[nH]c2c(Cl)cccc2c(=O)c1CN(C)Cc1ccccc1	i

Some of the entries above, reformatted:
Cc1ccc2oc(C(=O)N(Cc3ccccn3)C[C@@H]3CCC(=O)N3)cc2c1
  ST2 inh = ?

CCOc1cc(C)nn1-c1ccccc1
  ST2 inh = i

CN1CCC2(CC1)CCN(C(=O)CCn1nnc3ccccc31)C2
  ST2 inh = ?

Continuation:
SMILES	ST2 inh
Cc1ccc(OCc2cc(=O)n3oc(C)cc3n2)c(NC(=O)CC(C)C)c1	i
Cc1nc(C(=O)N(C)Cc2snnc2C)cs1	?
Cc1cc(N2CCN(C)CC2)nc2ccc(NC(=O)CCC(=O)N(C)C3CCCCC3)cc12	i
CC(C)c1ccc(N(C(=O)c2cccc(F)c2)C2C=CS(=O)(=O)C2)cc1 (centres undefined)	i
COc1ccc2cc(-c3[nH]ncc3CN(C)Cc3ccon3)ccc2c1	i
Cc1cc(C)c2c3c(cn2n1)c(=O)n(C)c(=O)n3C	i
CCN(CC)C(=O)CCC1(Cc2ccc(F)c(OC)c2)CCC(=O)N1 (centres undefined)	i
CCCNC(=O)C1CCC(Cn2c(=O)c3sccc3n(CC(=O)NCCC(C)C)c2=O)CC1 (centres undefined)	i
CN(C)CC(=O)N1C[C@@H]2C[C@H](C1)c1ccc(-c3ccccc3CN3CCOCC3)c(=O)n1C2	?
Cc1cc(=O)oc(C)c1C(=O)OCC(=O)c1ccc(Cl)cc1	i
COc1cc(C(=O)Nc2ccc(S(N)(=O)=O)cc2)c(Br)c(OC)c1OC	?
O=C(Cc1ccc(F)cc1)N1CCN=C1SCc1ccccc1Cl	i
Cc1ccccc1Cn1nc(C)c(NC(=O)c2noc3c2CCCCC3)c1C	i
Cc1c(C(=O)O)sc2[nH]c(=O)n(-c3ccc(Cl)cc3)c(=O)c12	i
Cc1nn(-c2ccc(F)cc2)c(C)c1C(=O)N1CCC2(CN(C)C(=O)O2)C1 (centres undefined)	?
CC1=C(C(=O)Nc2ccc(Cl)cc2)C(c2ccc(Br)cc2)n2nnnc2N1 (centres undefined)	i
COc1cc(C)ccc1OCCCOc1ccc(C(=O)O)cc1	i
O=C(CSc1n[nH]c(=O)[nH]c1=O)c1cccc([N+](=O)[O-])c1	i
COc1ccc2nc(NC(=O)c3cn(CC(C)C)c(=O)c4cc(OC)c(OC)cc34)sc2c1	i
COc1cccc(C(=O)NCC2CCCN(Cc3cccc4nonc34)C2)c1OC (centres undefined)	i
COCCCNC(=O)c1cnc(N2CCN(c3ccccc3OC)CC2)c2ccccc12	?
CCOc1ccc(CNc2nc(-c3nnc(-c4ccc(F)cc4)o3)nc3ccccc23)cc1	?
Cc1cccc(OCC(=O)O/N=C(/N)c2ccccn2)c1C	i
CCOc1ccccc1C1C(C(=O)Nc2ccccc2OC)=C(C)Nc2nc3ccccc3n21 (centres undefined)	i
Cc1nc(-c2ccccc2)c2c(=O)cc[nH]c2n1	?

Of the compounds above, 15 have an NH in an aromatic ring.
SMILES	ST2 inh
COc1ccccc1CN1CCc2c([nH]c3ccccc23)C1	?
Cc1ccc2[nH]c(C(=O)N3CCCC3c3cc(C)no3)c(C)c2c1 (centres undefined)	i
Cc1ccc(CN2CCN(C(=O)c3n[nH]c4c3CCC4)C(C)C2=O)cc1 (centres undefined)	i
COc1ccc(CNS(=O)(=O)c2ccc3[nH]c(=O)oc3c2)c(OC)c1	i
O=C(C1CCC(Cn2c(=O)[nH]c3ccsc3c2=O)CC1)N1CCCCC1 (centres undefined)	i
COc1cc(/C=C(\C#N)c2[nH]nc(N)c2C#N)ccc1O	?
Cc1cccc(-c2noc([C@@H]3Cc4nc[nH]c4CN3C(=O)Nc3cccc(F)c3)n2)c1	?
O=c1[nH]c(NCCCO)nc2c1C1(CCCCC1)Cc1ccccc1-2	i
O=C(CS(=O)(=O)c1c[nH]c2ccccc12)Nc1ccc(F)cc1	i
Cc1noc(C)c1CNC(=O)Cc1nc(-c2ccccc2)n[nH]1	i
Cc1[nH]c2c(Cl)cccc2c(=O)c1CN(C)Cc1ccccc1	i
COc1ccc2cc(-c3[nH]ncc3CN(C)Cc3ccon3)ccc2c1	i
Cc1c(C(=O)O)sc2[nH]c(=O)n(-c3ccc(Cl)cc3)c(=O)c12	i
O=C(CSc1n[nH]c(=O)[nH]c1=O)c1cccc([N+](=O)[O-])c1	i
Cc1nc(-c2ccccc2)c2c(=O)cc[nH]c2n1	?

(continued)
SMILES	ST2 inh
COc1ccc(-c2nc(C(N)=O)c3c(n2)n(-c2ccc(C)c(C)c2)c(=O)n3Cc2ccccc2)cc1	i
COc1cc(NC(=O)COc2ccccc2[N+](=O)[O-])ccc1NC(=O)c1ccco1	?
O=C(NC[C@H]1O[C@@H](CO)[C@@H](O)[C@H]1N1CCN(c2ccccc2)CC1)N1CCOCC1	i
Cc1ccc(C2C3=C(NCCN=C3c3ccccc3)C(=O)N2c2ccccc2)cc1 (centres undefined)	i
CCN(CC)CC(=O)Nc1c2c(nc3ccccc13)N(c1cccc(Cl)c1)CC2	i
COc1ccc(CCN2CC(NCc3nc(C)c(C)nc3C)CC2=O)cc1 (centres undefined)	i
O=C1C2C(C(=O)N1Cc1ccc(F)cc1)C1C=CC2[C@H]2C(=O)N(Cc3ccc(F)cc3)C(=O)[C@@H]12 (some centres undefined)	i
C=CCn1cc(CN2CCC(O)(c3ccccc3C)C2)c(C)n1 (centres undefined)	i
COCCOC(=O)C1=C(N)OC2=C(C(=O)CC(C)(C)C2)C1c1ccccc1F (centres undefined)	?
CN(CCc1ccccc1)C1(C(=O)N2CCCNCC2)Cc2ccccc2C1	i
CC(C)COc1ncnc2c1sc1nc3c(cc12)COC(C)(C)C3	?
C=CC[C@@H]1CC=C[C@@H](C)N1C(=O)CCc1c(C)nn(C)c1C	i
Cc1ccc(N2CC(NC(=O)c3ccc4c(c3)OCO4)CC2=O)cc1 (centres undefined)	i
Cc1ccc(NC(=O)c2ccc(Br)o2)c(C)c1	i
COc1ccccc1Cn1c(CNS(=O)(=O)c2ccccc2Cl)nc2cccnc21	i
CC(=O)Nc1ccc(S(=O)(=O)N[C@H]2CO[C@H]3[C@@H]2OC[C@H]3OC(=O)Nc2ccc(C(C)C)cc2)cc1	i
CC(C)Cn1cc(C(=O)NC(C)c2ccc3c(c2)OCCO3)c2c3ccccc3n(C)c2c1=O (centres undefined)	?
CC(C)c1nc(C(=O)N2CCC(n3nccc3NC(=O)C3CCCC3)CC2)cs1	?
CNC(=O)c1ccc(Cn2ccnc2C2CCOC(C)(C)C2)cc1 (centres undefined)	?
O=C(Cc1ccc(-n2c(=O)[nH]c3ccsc3c2=O)cc1)N1CCCCC1	i
CC(C)Nc1nc(Cl)nc(N2CCSCC2)n1	?
CC(C)Cn1cc(C(=O)NCC2CCCO2)c2c3ccccc3n(C)c2c1=O (centres undefined)	?
CN(C)c1ccc(C2C=C(Nc3ccccc3)C(=O)N2c2ccccc2)cc1 (centres undefined)	?
Cc1cc(Br)ccc1NC(=O)Cc1cn(C)c2ccccc12	i
Cc1nn(-c2cccc(Br)c2)c(C)c1[C@@H]1C=C[C@@H](NS(=O)(=O)c2ccccc2)C1	i
N#CC1=C(SCC(N)=O)NC(=O)CC1c1ccc(Br)cc1 (centres undefined)	i
Nc1ncc2c(n1)CC(c1ccc(Cl)cc1)CC2=O (centres undefined)	i
COc1ccc(CCNC(=O)C2(C)CCC(=O)N2Cc2ccccc2Cl)cc1OC (centres undefined)	i
